LDHA inh = blocks human lactate dehydrogenase A; P00338; purified LDHA, NADH/diaphorase-resazurin fluorescence; active compounds read low; activity change, % (values are at about 110 or 230 µM); 480,000 compounds, 0.15% hits; in the data active = activity change below about -30%; inconclusive = mostly about -25% to -30%;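 note: plate controls were DMSO wells for no effect and wells without enzyme for full effect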
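Enzyme activity of human lactate dehydrogenase 5 (2 nM; 0.06 mM NADH, 0.2 mM pyruvate, 5 min, RT) is measured via a resazurin/diaphorase fluorescence readout of residual NADH.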
ALOX12 inh = blocks human arachidonate 12S-lipoxygenase | P18054 | purified 12hLO, xylenol orange hydroperoxide absorbance | 580,000 compounds, 1.1% hits | Potency, µM (top dose mostly 108 µM), for the others: at the highest dose activity change, negative = inhibition, hits mostly inhibitors; active = well fitted inhibition curve with a large enough effect; inconclusive = small, poorly fitted or top-dose-only effect, or another doubt; inactive = no such curve, though single readings can be large or run the other way; note: potency is the fitted concentration of half-maximal effect
Target sequence (P18054 whole entry, looked up): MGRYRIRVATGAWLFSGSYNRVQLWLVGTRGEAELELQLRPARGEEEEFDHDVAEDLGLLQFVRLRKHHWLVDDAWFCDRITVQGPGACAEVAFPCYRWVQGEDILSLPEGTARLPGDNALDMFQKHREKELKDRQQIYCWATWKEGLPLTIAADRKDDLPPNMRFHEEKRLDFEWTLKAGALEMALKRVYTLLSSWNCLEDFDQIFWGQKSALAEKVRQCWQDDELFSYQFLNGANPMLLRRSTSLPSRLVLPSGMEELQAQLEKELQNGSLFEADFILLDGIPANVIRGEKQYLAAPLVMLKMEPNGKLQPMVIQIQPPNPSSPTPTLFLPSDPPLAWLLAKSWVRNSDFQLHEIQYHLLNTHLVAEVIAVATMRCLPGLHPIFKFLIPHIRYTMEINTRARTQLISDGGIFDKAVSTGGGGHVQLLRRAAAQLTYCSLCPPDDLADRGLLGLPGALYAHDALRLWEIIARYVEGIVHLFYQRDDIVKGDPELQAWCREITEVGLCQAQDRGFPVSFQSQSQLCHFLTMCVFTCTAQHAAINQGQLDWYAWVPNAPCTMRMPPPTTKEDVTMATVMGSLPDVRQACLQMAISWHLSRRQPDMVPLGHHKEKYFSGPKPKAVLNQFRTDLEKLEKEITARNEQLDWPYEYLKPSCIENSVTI
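Hydroperoxide product was detected by ferrous iron/xylenol orange as the 573 to 405 nm absorbance ratio. Arachidonic acid at 40 uM (final) was turned over for 30 min at room temperature by 150 nM human 12hLO, pH 7.0 Hepes buffer, after 15 min compound preincubation.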
Active calls of the source: *; ? = inconclusive; [ ] = remark or other dose. Unless noted, % is set by controls: 0 for no effect and ±100 for the full control effect.

#	Molecule	LDHA inh	ALOX12 inh
1	CCN1CCN(C(=O)COc2ccc3c(=O)c(-c4ccccc4)coc3c2)CC1	1	2%
2	CCCNC(=O)NC(=O)CCl	8	?
3	CC(C)c1ccccc1OCC(=O)N1CCN(Cc2nc(N)c3ccccc3n2)CC1	-5	10%
4	Cc1ccc(NC(=O)CN2CCN(C(=O)Cc3c[nH]c4ccccc34)CC2)cc1	8	-4%
5	O=C(NC1CCSC1=O)c1cccs1 (centres undefined)	1	14%
6	c1ccc2c(CNC34CC5CC(CC(C5)C3)C4)c[nH]c2c1	3	-33%
7	COC(=O)[C@@H]1N=C(c2ccc(OC)cc2)O[C@]12C(=O)N(C)c1ccc(Cl)cc12	-3	-6%
8	CC(Oc1ccc(Cl)cc1)C(=O)O (centres undefined)	0	-3%
9	C#C[C@@H]1CC2C3CCC4=CC(=O)CCC4C3CCC2(CC)C1O (some centres undefined)	-1	1%
10	COc1ccc(CCNCc2ccc(C)s2)cc1	0	23%
11	O=C1CSC(c2ccc(Cl)cc2)c2cn[nH]c2N1 (centres undefined)	-8	?
12	Cc1cc(C(=O)C(Cl)(Cl)Cl)c(C)n1C	2	?
13	O=C(CSC1c2ccccc2Oc2ccccc21)Nc1ccc(C(=O)O)cc1	14	10%
14	O=S(=O)(c1ccccc1)C1CN1c1c(F)c(F)c(F)c(F)c1F (centres undefined)	-1	-18%
15	C=CCN1CCN(C(=O)Cc2ccc(Br)cc2)CC1	-7	?
16	Cc1[nH]c2c(C)ccc(C)c2c1CCN	0	-31%
17	COc1ccc2[nH]c(C)c(CCNCc3ccc(F)cc3F)c2c1	15	1µM*
18	O=[N+]([O-])/C=C/c1c[nH]c2ccccc12	8	?
19	O=C(CNC12CC3CC(CC(C3)C1)C2)c1ccc(Cl)cc1	-81*	0%
20	CN(Cc1cccc(-c2cccnc2)c1)C(=O)Oc1ccc([N+](=O)[O-])cc1	0	?
21	O=C(Cc1n[nH]c(=O)c2ccccc12)N1CCN(Cc2cccc3ccccc23)CC1	0	21%
22	O=P(/C=C1\OCc2ccccc21)(Oc1ccccc1)Oc1ccccc1	-2	-2%
23	c1cn(C2CCCNC2)cn1 (centres undefined)	6	30%
24	CC(=O)OC1CCC2(C=O)[C@H]3CCC4(C)C(C5=CC(=O)OC5)CCC4(O)[C@@H]3CCC2(O)C1 (some centres undefined)	0	-10%
25	O=C(CCl)NCNC(=O)CCl	11	?
26	Cc1noc(C)c1COc1ccc(CC(=O)N2CCN(CC(=O)N3CCOCC3)CC2)cc1	4	-37%
27	CN(C(=O)CCl)C1CCCCC1	1	-14%
28	C=CCNC(=O)CSC(c1ccccc1)c1ccc(Cl)cc1 (centres undefined)	8	?
29	CCOC(=O)[C@]12Cc3c(cc(OC)c(OC)c3OC)[C@H]1N(C(C)C)C(=O)c1ccccc12	0	-8%
30	CCCC(C)NC(=O)COC(=O)c1c(C)n(C2CC2)c2ccc(OC)cc12 (centres undefined)	0	7%
31	CCCOc1cccc(CCN)c1	-4	-21%
32	CN(C(=O)CN1CC=C(c2ccccc2)CC1)C1CCS(=O)(=O)C1 (centres undefined)	6	?
33	Nc1nc(CN2CCN(C(=O)COc3ccc(F)cc3)CC2)nc2ccccc12	-2	20%
34	COc1ccc(-c2c(C#N)c(N)nc3c2c(=O)nc2sccn23)cc1OC	10	-27%
35	Cc1c(C=O)c(C)n(C(C)C)c1C	0	?
36	NCC(c1ccc(Cl)cc1)N1CCCC1 (centres undefined)	-4	?
37	COc1cccc(CCNCc2ccc(Br)cc2)c1	-15	?
38	COCCNC(=O)Cn1cc(C(=O)c2ccccc2)c2ccccc21	15	105%[activator]
39	COC(=O)[C@@H]1N=C(c2ccc(OC)cc2)O[C@]12C(=O)N(Cc1ccc(OC)cc1)c1ccccc12	3	?
40	Cc1cc(C)nc(SC(Cl)(Cl)Cl)n1	-1	?
41	CC12CCC(O)CC1CC[C@@H]1[C@@H]2CCC2(C)[C@H](C3=CC(=O)OC3)CCC12O (some centres undefined)	4	-31%
42	CCN1C(=O)C(O)(C(F)(F)F)c2cc(C(O)(C(=O)OC)C(F)(F)F)ccc21 (centres undefined)	-1	?
43	COc1ccccc1NC(=O)c1cn(C)c2ccccc12	2	1%
44	Cc1ccc(CNCCc2ccccc2)s1	-1	-20%
45	CCN(CC)C(=O)c1ccc(NC(=O)Cn2nc(-c3ccccc3)c3ccccc3c2=O)cc1	0	-13%
46	O=C(CSC1c2ccccc2Sc2ccccc21)Nc1ccc(C(=O)O)cc1	-3	?
47	CCOC(=O)[C@]12Cc3ccccc3[C@H]1N(Cc1ccccc1)C(=O)c1cc(OC)ccc12	-1	0%
48	Cc1ccc2c(c1)C(Cc1nc3ccccc3c(=O)n1-c1ccc(Cl)cc1)C(=O)N2 (centres undefined)	9	?
49	O=C(CSC(c1ccccc1)c1ccccc1)Nc1ccc2c(c1)OCCCO2	-1	-26%
50	COc1cc(N2C(=O)NC(=O)C3(Cc4cc(C)ccc4N(C)C3)C2=O)cc(OC)c1OC (centres undefined)	14	?

Further results follow.
#	Molecule	LDHA inh	ALOX12 inh
51	O=C(COc1ccc(F)cc1)N1CCN(Cc2cc(=O)n3nc(-c4ccc(F)cc4)sc3n2)CC1	-5	-14%
52	COC(=O)[C@@H]1N=C(c2ccc(OC)cc2)O[C@]12C(=O)N(C)c1cccc(Cl)c12	-5	-2%
53	CN1CCN(c2ccc(NC=C(C#N)C#N)cc2)CC1	5	6%
54	CCCCc1c(C)nc(N2CCN(C)CC2)[nH]c1=O	-1	28%
55	CCN(CC)C(=O)c1ccc(NC(=O)COc2ccc3c(C)cc(=O)oc3c2)cc1	14	1%
56	CC(C)(OOC1(c2ccccc2)NC(=O)c2ccccc21)c1ccccc1 (centres undefined)	3	-33%
57	FC(F)CN1CCNCC1	-14	?
58	Cn1cc(C(=O)OCC(=O)NC(=O)NC2CCCC2)c2ccccc21	8	-9%
59	COc1ccc(-c2c(C)oc3cc(OCC(=O)N4CCN(CCO)CC4)ccc3c2=O)cc1	0	-27%
60	COCCN1CCC(O)C2CCCCC21 (centres undefined)	0	-15%
61	CC1CCCC(O)CCCCCc2cc(O)cc(O)c2C(=O)O1 (centres undefined)	9	?
62	C[C@@H]1COc2cc(N3CCN(C)CC3)ccc2S(=O)(=O)N1	-3	-1%
63	O=[N+]([O-])c1ccc(NCCOc2ccccc2)c2ncccc12	5	1%
64	CC(C)c1ccc(O)cc1	3	-30%
65	Clc1ccc(-c2ccc(CNC3CN4CCC3CC4)o2)c(Cl)c1 (centres undefined)	2	?
66	Cc1ccc(COc2ccc(CC(C)N)cc2)cc1 (centres undefined)	-6	13%
67	CCOC(=O)[C@]12Cc3cc(OC)ccc3[C@H]1N(C(C)C)C(=O)c1cc(OC)ccc12	5	?
68	OCC1CN2CCC1CC2 (centres undefined)	2	23%
69	CCCCNC(=O)CN1CC=C(c2ccc(O)cc2)CC1	18	-4%
70	CSc1nc(N)c2c(n1)OC(N)=C(C#N)C2c1ccccc1F (centres undefined)	-3	?
71	C[N+](C)(Cc1ccccc1)CC(Br)CBr (centres undefined)	0	-46%
72	Oc1ccc(-c2ccccc2)cc1	8	-29%
73	CC1(C)NN1CCCCN1NC1(C)C (centres undefined)	-3	37%[activator]
74	CC(NC(C)c1ccccc1F)C(=O)c1c[nH]c2ccccc12 (centres undefined)	7	-10%
75	CCOc1cc(CNCCc2c[nH]c3ccc(OC)cc23)ccc1O	?	?
76	CC(Nc1ccc([N+](=O)[O-])c2cnccc12)C12CC3CC(CC(C3)C1)C2 (centres undefined)	6	1%
77	Cc1ccc(C)c(NC(=O)c2cn(Cc3ccccc3)nn2)c1	7	?
78	CCOC(=O)[C@]12Cc3ccc(C)cc3[C@H]1N(C1CCCCC1)C(=O)c1cc(OC)ccc12	2	56µM*
79	Cc1nc(N2CCNCC2)c(C#N)c2c1CCCC2	0	16%
80	Cc1[nH]nc2c1C(c1ccc(-c3ccc(F)cc3)o1)SCC(=O)N2 (centres undefined)	22	?
81	CCc1noc(C(C)N2CCN(C(=O)Cc3ccc(C)cc3)CC2)n1 (centres undefined)	0	?
82	N[n+]1cn[nH]c1	5	?
83	COc1ccc(F)c(CNCCc2c(C)[nH]c3ccc(OC)cc23)c1	6	?
84	O=C1CSC(c2ccc(F)c(Br)c2)c2cn[nH]c2N1 (centres undefined)	-5	-15%
85	O=C(O)CC[n+]1ccc(-c2cc[n+](CCC(=O)O)cc2)cc1	10	14µM*
86	C1CCN(c2nc(N/N=C3\CN4CCC3CC4)nc(N3CCCCC3)n2)CC1	-12	49%[activator]
87	COc1ccc(-c2c(C)c3cc(OC(=O)N(C)C)ccc3oc2=O)cc1	-33*	-13%
88	C/C(=C\c1cn(C)c2ccccc12)[N+](=O)[O-]	32	?
89	COc1cc(CNC2CN3CCC2CC3)ccc1OCc1c(F)cccc1Cl (centres undefined)	4	?
90	O=C(COC(=O)CCc1nc2ccccc2s1)Nc1ccc(Cl)cc1C(=O)c1ccccc1	-2	?
91	COc1ccc(-c2coc3cc(OCC(=O)N4CCN(C)CC4)ccc3c2=O)cc1	3	?
92	Cc1cc(C)cc(N2C(=O)NC(=O)C3(Cc4cc(C)ccc4N(C)C3)C2=O)c1 (centres undefined)	10	?
93	COC(=O)c1ccccc1NC(=O)CN1C(=O)CN=C(c2ccccc2Cl)c2cc(Cl)ccc21	7	-5%
94	CCCOc1ccc(CCN)cc1	0	4%
95	COc1ccc(CNCCc2ccccc2)cc1	-13	?
96	N/C(=N\N=C\c1ccco1)N[N+](=O)[O-]	6	?
97	NCCc1ccc(OCc2ccccc2)cc1	-4	6%
98	Cn1cc(C(=O)OCC(=O)NC2CC2)c2ccccc21	6	17%
99	CCOC(=O)c1c(C)n(Cc2ccccc2)c2ccc(OC(C)=O)cc12	0	-1%
100	COc1ccc(-c2c(C)c3ccc(OC(=O)N(C)C)cc3oc2=O)cc1	-2	32%

2 entries from above in another layout.
89	COc1cc(CNC2CN3CCC2CC3)ccc1OCc1c(F)cccc1Cl (centres undefined)
  LDHA inh: 4
  ALOX12 inh: ?

90	O=C(COC(=O)CCc1nc2ccccc2s1)Nc1ccc(Cl)cc1C(=O)c1ccccc1
  LDHA inh: -2
  ALOX12 inh: ?

Continuation.
#	Molecule	LDHA inh	ALOX12 inh
101	Cn1cc(C(=O)OCC(=O)Nc2c(F)cccc2F)c2ccccc21	-1	0%
102	C1NC2CC3CC1CC(C3)C2	-2	?
103	CN(C)c1ccc(C2CC2N)cc1 (centres undefined)	22	?
104	CCOC(=O)[C@]12Cc3cc(OC)ccc3[C@H]1N(C1CCCCC1)C(=O)c1cc(OC)ccc12	0	?

Entries shown so far containing a carbonyl joined to an NH by a bond outside any ring (20):
#	Molecule	LDHA inh	ALOX12 inh
2	CCCNC(=O)NC(=O)CCl	8	?
4	Cc1ccc(NC(=O)CN2CCN(C(=O)Cc3c[nH]c4ccccc34)CC2)cc1	8	-4%
5	O=C(NC1CCSC1=O)c1cccs1 (centres undefined)	1	14%
13	O=C(CSC1c2ccccc2Oc2ccccc21)Nc1ccc(C(=O)O)cc1	14	10%
25	O=C(CCl)NCNC(=O)CCl	11	?
28	C=CCNC(=O)CSC(c1ccccc1)c1ccc(Cl)cc1 (centres undefined)	8	?
30	CCCC(C)NC(=O)COC(=O)c1c(C)n(C2CC2)c2ccc(OC)cc12 (centres undefined)	0	7%
38	COCCNC(=O)Cn1cc(C(=O)c2ccccc2)c2ccccc21	15	105%[activator]
43	COc1ccccc1NC(=O)c1cn(C)c2ccccc12	2	1%
45	CCN(CC)C(=O)c1ccc(NC(=O)Cn2nc(-c3ccccc3)c3ccccc3c2=O)cc1	0	-13%
46	O=C(CSC1c2ccccc2Sc2ccccc21)Nc1ccc(C(=O)O)cc1	-3	?
49	O=C(CSC(c1ccccc1)c1ccccc1)Nc1ccc2c(c1)OCCCO2	-1	-26%
55	CCN(CC)C(=O)c1ccc(NC(=O)COc2ccc3c(C)cc(=O)oc3c2)cc1	14	1%
58	Cn1cc(C(=O)OCC(=O)NC(=O)NC2CCCC2)c2ccccc21	8	-9%
69	CCCCNC(=O)CN1CC=C(c2ccc(O)cc2)CC1	18	-4%
77	Cc1ccc(C)c(NC(=O)c2cn(Cc3ccccc3)nn2)c1	7	?
90	O=C(COC(=O)CCc1nc2ccccc2s1)Nc1ccc(Cl)cc1C(=O)c1ccccc1	-2	?
93	COC(=O)c1ccccc1NC(=O)CN1C(=O)CN=C(c2ccccc2Cl)c2cc(Cl)ccc21	7	-5%
98	Cn1cc(C(=O)OCC(=O)NC2CC2)c2ccccc21	6	17%
101	Cn1cc(C(=O)OCC(=O)Nc2c(F)cccc2F)c2ccccc21	-1	0%

Not all compounds are listed; count on the stated rates, not on these rows.
